NR2F2 inh – inhibitors of human COUP-TFII (NR2F2). HEK293T NGFI-A luciferase reporter, luminescence. inhibition, % at 8.6 µM. 0.7% of 370,000 active. AID 686940;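 active = inhibition above a per-plate cutoff, mean inhibition of test wells between control levels plus 3 SD, cut at about 38% in these data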;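 also: cells cotransfected with COUP-TFII expression vector driving the NGFI-A reporter; 0% = median of COUP-TF2 test wells and 100% = reporter-only cells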
MC4R antag cAMP – human MC4R antagonism in cAMP assay; P32245; MC4R-expressing cells, MTII-stimulated cAMP, LANCE TR-FRET; inhibition, % at 6.5 µM; 0.48% of 360,000 active; AID 540295;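 active = inhibition above its plate's cutoff, the mean of tested wells on that plate plus 3 SD, cut at about 29% in these data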;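 also: 0% = Melanotan II alone and 100% = Melanotan II plus saturating MCL0020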
Target sequence (P32245 whole entry, looked up): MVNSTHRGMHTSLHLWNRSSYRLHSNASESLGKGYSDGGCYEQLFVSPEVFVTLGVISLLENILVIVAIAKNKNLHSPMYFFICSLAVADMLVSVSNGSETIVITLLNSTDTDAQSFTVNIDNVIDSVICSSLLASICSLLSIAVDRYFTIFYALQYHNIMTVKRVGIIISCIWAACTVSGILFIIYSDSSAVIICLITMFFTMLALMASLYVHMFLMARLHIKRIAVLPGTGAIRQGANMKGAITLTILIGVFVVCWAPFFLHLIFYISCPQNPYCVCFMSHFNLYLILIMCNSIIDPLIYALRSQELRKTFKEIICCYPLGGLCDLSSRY
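Test system: U2OS cells stably expressing human melanocortin 4 receptor (MC4R); also added: Melanotan II challenge; compound: 6.5 µM single dose; timing: 30-min compound preincubation, 1-h Melanotan II challenge, 1-h detection, room temperature; signal: Eu-cAMP/anti-cAMP TR-FRET, emission 671 nm; repeats: one well per compound, no replicates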
NOD2-RIPK2 inh – NOD2-RIPK2 protein interaction inhibition; O43353; CHO BLA complementation NOD2-RIPK2, CCF4 ratio; inhibition, % at 4.98 µM; 0.38% of 360,000 active; in the data active = inhibition above about 21%;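 also: 0% = vehicle only and 100% = reference blocker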
Target sequence (O43353 whole entry, looked up): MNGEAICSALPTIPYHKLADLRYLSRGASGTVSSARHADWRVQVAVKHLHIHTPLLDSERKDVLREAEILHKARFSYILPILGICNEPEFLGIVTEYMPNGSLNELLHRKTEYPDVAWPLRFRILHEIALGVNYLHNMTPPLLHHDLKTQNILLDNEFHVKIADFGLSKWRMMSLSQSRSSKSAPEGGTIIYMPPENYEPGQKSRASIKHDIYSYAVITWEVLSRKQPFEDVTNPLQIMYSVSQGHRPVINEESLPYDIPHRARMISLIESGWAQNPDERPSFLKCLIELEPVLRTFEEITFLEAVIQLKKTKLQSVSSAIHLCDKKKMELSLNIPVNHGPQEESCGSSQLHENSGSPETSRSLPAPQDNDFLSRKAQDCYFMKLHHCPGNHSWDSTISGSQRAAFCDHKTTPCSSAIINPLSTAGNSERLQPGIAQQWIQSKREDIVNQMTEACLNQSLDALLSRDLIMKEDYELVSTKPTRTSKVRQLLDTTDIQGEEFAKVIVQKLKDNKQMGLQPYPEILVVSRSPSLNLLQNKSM
LRH-1 inv ag – suppresses constitutive activity of human LRH-1. O00482. HEK293T StAR-luciferase reporter, LRH-1 transfected, 24 h. inhibition, % at 3.6 µM. 0.13% of 360,000 active;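 active = inhibition above the mean inhibition of all tested compounds plus 3 SD, cut at about 73% in these data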;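 also: 0% = DMSO wells and 100% = reporter-only cells lacking LRH-1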
NCOA3 inh – inhibits human SRC3 coactivator | inhibition, % at 3.6 µM | Q9Y6Q9 | 0.17% of 360,000 active | HEK293 GAL4-SRC3 luciferase reporter, luminescence;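 active = inhibition above a per-campaign cutoff, the mean of all compounds plus 3 SD, cut at about 60% in these data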;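 also: 0% = DMSO-treated cells and 100% = gossypol-treated cells at 36 µM; higher means less SRC3-driven luciferase light from the GAL4 reporter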
LMP1 NFkB inh – inhibitors of Epstein-Barr LMP1-induced NF-kappaB reporter | LMP1-induced NF-kappaB luciferase reporter cells, luminescence | inhibition, % at 12.5 µM | 0.69% of 350,000 active; in the data active = inhibition above about 41%;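 also: 0% = neutral control wells and 100% = reference inhibitor control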
ABHD5 PLIN5 PPI – inhibitors of human ABHD5-perilipin-5 interaction; inhibition, % at 4 µM; Q00G26+Q8WTS1; 0.78% of 360,000 active; Split G. princeps luciferase complementation, luminescence, 4 h;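 active = inhibition above the mean inhibition across every tested compound plus 3 SD, cut at about 22% in these data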;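 also: 0% = DMSO only wells and the 100% control is not disclosed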
SRC1 inh – inhibitors of human steroid receptor coactivator 1 (SRC1). Q15788. 0.12% of 360,000 active. HEK293 GAL4-SRC1 luciferase reporter, luminescence. AID 588354. inhibition, % at 3.6 µM;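 active = inhibition above the campaign mean plus 3 SD, with each screening campaign given its own cutoff, cut at about 60% in these data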;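 also: 0% = DMSO treated cells and 100% = gossypol at 36 µM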
SRC2 inh – inhibits human steroid receptor coactivator 2; inhibition, % at 9 µM; AID 651957; HEK293 GAL4-SRC2 luciferase reporter, luminescence; 0.17% of 370,000 active;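 active = inhibition above the mean inhibition of all tested compounds plus 3 SD, set per campaign, cut at about 52% in these data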;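 also: 0% = DMSO treated cells and 100% = cells given Gossypol at 36 µM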
MC4R barr agon – human MC4R agonism via beta-arrestin | P32245 | AID 540308 | 0.98% of 360,000 active | U2OS MC4R beta-arrestin complementation, luminescence; percent of melanotan II response, DMSO zero | activation, % at 8.9 µM;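 active = activation above a per-plate cutoff, the mean activation of sample wells on that plate plus 3 SD, cut at about 8% in these data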
TLR9-MyD88 inh – inhibitors of human TLR9-MyD88 binding; inhibition, % at 4.98 µM; 0.21% of 340,000 active; CHO BLA complementation TLR9-MyD88, CCF4 FRET ratio; Q9NR96+Q99836; AID 504734;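 active = inhibition above the mean over all tested compounds plus 3 SD, cut at about 21% in these data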;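 also: 0% = DMSO only wells and 100% = clavulanate BLA inhibitor control wells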
Starred values were filed as active, the others as inactive; . = no result given.

No.	NR2F2 inh	MC4R antag cAMP	NOD2-RIPK2 inh	SMILES	LRH-1 inv ag	NCOA3 inh	LMP1 NFkB inh	ABHD5 PLIN5 PPI	SRC1 inh	SRC2 inh	MC4R barr agon	TLR9-MyD88 inh
1	-3	6	-20	O=C(NC1CCCC1)C(c1ccccc1)N(C(=O)c1csnn1)c1ccccc1F (configuration not stated)	-22	-5	0	-1	3	9	-2.1	-1
2	14	12	-3	O=c1oc2c(CN3CCCCC3)c(O)ccc2c2c1CCCCC2	-13	-12	0	-2	-20	-23	-0.1	-4
3	-11	0	6	C[C@@H]1CN([C@H](C)CO)C(=O)CCCn2nncc2CO[C@H]1CN(C)S(C)(=O)=O	23	-20	1	10	4	33	3.1	-5
4	4	-7	3	O=C(Nc1ccc(S(=O)(=O)N2CCCCC2)cc1)C1CC(=O)N(c2ccc(F)cc2)C1 (configuration not stated)	4	-15	-5	-6	-4	24	-0.4	-6
5	-7	8	2	Cc1ccccc1OCCCCCNCCO	-38	-29	5	-9	13	-6	6.0	-10
6	-2	12	-3	O=C(O)c1cc(-c2ccccc2)n(-c2ccc(F)cc2)n1	1	17	-4	-11	3	-17	1.6	-5
7	12	3	-9	COc1ccccc1-n1c(CCn2nc(C)c(Br)c2C)n[nH]c1=S	0	12	-6	0	-4	1	-0.3	11
8	9	5	15	CCn1c(SCC(=O)Nc2nccs2)nnc1-c1cc2cccc(OC)c2o1	-5	-15	-28	-1	12	1	-1.7	8
9	-14	-7	-14	O=C(COC(=O)c1cccc(S(=O)(=O)N2CCCCC2)c1)NC1CCCc2ccccc21 (configuration not stated)	3	21	1	13	-1	7	3.4	6
10	11	5	-10	COc1ccc(-c2n[nH]c(=S)n2-c2ccc(Br)cc2)cc1OC	-7	-22	-2	-8	11	-2	-1.1	7

Overlap with the part before: three entries; new compounds follow.
No.	NR2F2 inh	MC4R antag cAMP	NOD2-RIPK2 inh	SMILES	LRH-1 inv ag	NCOA3 inh	LMP1 NFkB inh	ABHD5 PLIN5 PPI	SRC1 inh	SRC2 inh	MC4R barr agon	TLR9-MyD88 inh
8	9	5	15	CCn1c(SCC(=O)Nc2nccs2)nnc1-c1cc2cccc(OC)c2o1	-5	-15	-28	-1	12	1	-1.7	8
9	-14	-7	-14	O=C(COC(=O)c1cccc(S(=O)(=O)N2CCCCC2)c1)NC1CCCc2ccccc21 (configuration not stated)	3	21	1	13	-1	7	3.4	6
10	11	5	-10	COc1ccc(-c2n[nH]c(=S)n2-c2ccc(Br)cc2)cc1OC	-7	-22	-2	-8	11	-2	-1.1	7
11	-2	-4	-5	COC(=O)c1cccc2c1C(=O)c1cc([N+](=O)[O-])ccc1-2	-7	-7	-1	-6	-9	-2	4.0	-1
12	9	3	0	COc1ccc(Cc2nnc(NC(=O)c3cccc([N+](=O)[O-])c3)s2)cc1	3	10	-5	2	3	6	2.9	1
13	20	2	-1	O=C(CCN1C(=O)C2C3C=CC(C4CC34)C2C1=O)Nc1ccc(Cl)cc1O (configuration not stated)	14	5	-4	7	3	3	-3.3	-8
14	-17	9	-1	CC(=O)Nc1ccc(NC(=O)C(C)OC(=O)CCCc2c[nH]c3ccccc23)cc1 (configuration not stated)	19	-23	6	9	9	-19	0.7	6
15	-4	1	-5	O=C(COC(=O)c1ccc2c(c1)OCO2)NC1CCS(=O)(=O)C1 (configuration not stated)	-9	12	-3	1	9	6	-1.2	0
16	-6	13	-3	CC1CC(c2ccccc2)n2nc(N3C(=O)c4ccccc4C3=O)nc2N1 (configuration not stated)	-5	-7	3	0	-12	-7	-0.7	-8
17	-13	3	-15	Cc1ccc(NC(=O)CC(C)CC2=NS(=O)(=O)c3ccccc3N2)cc1 (configuration not stated)	13	19	-15	6	-4	-38	0.6	8
18	-9	4	11	Cn1c(N)c(C(=O)COC(=O)C2CCCCC2)c(=O)n(C)c1=O	11	-11	7	4	4	18	0.1	-7
19	-6	14	2	Cc1ccc(-c2n[nH]c(=S)n2/N=C/c2c(C)nn(-c3ccccc3)c2C)cc1	0	4	10	-1	6	0	2.9	0
20	.	-3	-6	CC(=O)Nc1cccc(OCC(=O)NS(=O)(=O)c2ccc(C)cc2)c1	2	-3	-1	-1	5	.	-1.1	-13
21	-17	0	-5	CCCN1CCN(C(=S)Nc2ccccc2C(F)(F)F)CC1	-5	17	7	-9	6	-5	-0.2	-9
22	5	3	-10	CC(C)NS(=O)(=O)c1cc(C(=O)O)ccc1Cl	6	8	8	-4	5	3	0.6	-12
23	-2	6	6	C=CCNc1ccc(N2C(=O)CCCC2=O)cc1[N+](=O)[O-]	3	-9	8	-8	8	-10	-2.4	-13
24	11	.	-5	O=C(NCCOc1ccccc1)C1C(=O)Nc2ccccc2C(=O)N1C1CCCCC1 (configuration not stated)	15	.	.	-1	.	-2	.	.
25	.	-35	9	O=C(Nc1ccc2nc3n(c(=O)c2c1)CCCC3)c1cc([N+](=O)[O-])ccc1F	-11	-8	2	9	1	.	-3.8	3
26	14	11	-4	COc1ccccc1N1CCN(C(=O)C2CCN(S(=O)(=O)c3ccc(Cl)cc3)CC2)CC1	6	16	4	2	6	-17	0.4	-1
27	-17	-10	-9	CCCCN1C=C(C(=O)OCC)C(=O)CC1	9	-10	1	1	-7	2	-1.2	-9
28	-40	-1	0	Cc1ccc(NC(=O)Cc2c(O)c3ccccc3[nH]c2=O)c(C)c1	11	20	-2	-1	-24	13	-0.9	-6
29	-10	0	7	CCOc1cccc2cc(C(=O)N3CC(C)OC(C)C3)c(=O)oc12 (configuration not stated)	4	-6	6	3	25	-2	-1.7	1
30	7	3	-3	O=C(COC(=O)c1cc(S(=O)(=O)N2CCCCC2)ccc1N1CCOCC1)c1ccc(F)cc1	-24	-1	0	-3	-3	-5	-1.1	-4

Molecules above containing a Cl atom:
No.	NR2F2 inh	MC4R antag cAMP	NOD2-RIPK2 inh	SMILES	LRH-1 inv ag	NCOA3 inh	LMP1 NFkB inh	ABHD5 PLIN5 PPI	SRC1 inh	SRC2 inh	MC4R barr agon	TLR9-MyD88 inh
13	20	2	-1	O=C(CCN1C(=O)C2C3C=CC(C4CC34)C2C1=O)Nc1ccc(Cl)cc1O (configuration not stated)	14	5	-4	7	3	3	-3.3	-8
22	5	3	-10	CC(C)NS(=O)(=O)c1cc(C(=O)O)ccc1Cl	6	8	8	-4	5	3	0.6	-12
26	14	11	-4	COc1ccccc1N1CCN(C(=O)C2CCN(S(=O)(=O)c3ccc(Cl)cc3)CC2)CC1	6	16	4	2	6	-17	0.4	-1

Additional results:
No.	NR2F2 inh	MC4R antag cAMP	NOD2-RIPK2 inh	SMILES	LRH-1 inv ag	NCOA3 inh	LMP1 NFkB inh	ABHD5 PLIN5 PPI	SRC1 inh	SRC2 inh	MC4R barr agon	TLR9-MyD88 inh
31	10	12	-10	Cc1ccc(N=C2NC(=O)c3cc([N+](=O)[O-])ccc32)cc1	-2	-25	8	-3	-39	-8	-2.5	3
32	-9	18	-2	Cc1cc(NC(=O)c2cccc(N3C(=O)CCC3=O)c2)no1	2	7	-2	-2	-1	-12	2.3	9
33	16	-2	-3	Cc1ccc(CN2CCC(C(=O)c3ccc(F)cc3)CC2)cc1	10	-10	6	-4	-4	22	-1.1	-3
34	6	10	-11	COc1cccc(CN(C(=O)COc2ccc(Cl)cc2)C2CCS(=O)(=O)C2)c1 (configuration not stated)	-5	-5	-1	6	-2	-8	-0.3	-20
35	-10	-2	-1	CC(=O)Nc1ccc(NC(=O)COC(=O)c2ccco2)cc1	9	4	-4	5	-21	-2	-2.4	-1
36	-5	3	-4	CCN(C(=O)COC(=O)C1CC1C)c1c(N)n(Cc2ccccc2)c(=O)[nH]c1=O (configuration not stated)	-1	-6	2	-5	0	-24	-1.7	4
37	1	13	2	COC(=O)CNC(=O)C(Cc1ccccc1)NS(=O)(=O)c1ccc2c(c1)c(=O)n(C)c(=O)n2C (configuration not stated)	7	14	3	-3	-3	-15	-3.9	-4
38	0	8	-1	Cc1oc(-c2cccc(C(F)(F)F)c2)nc1CN1CCN(c2ccccn2)CC1	2	4	2	1	-10	-2	1.0	-4
39	1	14	-9	O=C(COc1cc(O)c2c(=O)cc(-c3ccccc3)oc2c1)c1ccccc1	3	0	7	-1	-4	16	-1.7	-2
40	-19	9	-11	Cc1ccc2[nH]c(=O)c3cc(C(=O)NC(C)C)sc3c2c1	7	-21	-3	-2	14	18	1.4	10
41	-12	.	-3	CC1=C(C(=O)N(C(C)C)C(C)C)CC(CC(=O)NC2CCCCC2)C(=O)N1Cc1ccc(F)cc1 (configuration not stated)	26	8	.	-3	13	-14	.	.
42	-5	16	2	CCSC1=C(C#N)C2(CCCCC2)C2=C(CC(C)(C)CC2=O)N1	2	15	-4	-3	6	-40	2.3	-4
43	13	9	-3	COc1ccc(NC(=O)C2=C(C)NC(=O)NC2c2ccccc2[N+](=O)[O-])cc1 (configuration not stated)	-5	12	7	-1	-12	-25	-2.2	9
44	-11	6	0	Cc1ccc(C)c(N2CCN(C(=O)C3CCCN(S(=O)(=O)c4c(C)noc4C)C3)CC2)c1 (configuration not stated)	-9	15	8	-3	-6	-16	-0.4	-7

Screening data from PubChem.

Only part of the results is shown, so the mix of outcomes need not match the whole.
